# Bfl-1 inhibitors = displacement of Bid BH3 peptide from Bfl-1 – biochemical, fluorescence polarization, FITC-Bid, mouse, primary screen (AID 432); FITC-Bid BH3 peptide fluorescence polarization displacement; higher % means a stronger effect; displacement, % at 20 µM, or IC50 in µM where a hit was titrated; 64,000 tested, 0.02% active; in the data active = a potency from the dose series; inactive = the rest, 99 in 100 with displacement below about 15%; also: strong numbers were not always called active
# KRASV12 cytotoxicity = viability loss of HPDE-C7K cells – cell-based, fluorescence, HTS, primary screen (AID 431) | HPDE-C7K KRASV12 cells, Alamar Blue viability, 48 h; higher % means a stronger effect | one-dose cytotoxicity, % at 10 µM; EC50 in µM for titrated hits | 63,000 tested, 1.7% active;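 active = compounds whose percent cytotoxicity in the single-dose primary screen, scaled between solvent and toxic-drug controls, exceeds 50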;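 also: 0% = DMSO solvent wells and 100% = doxorubicin-treated wells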
# HT1080 viability = cytotoxicity in HT1080 fibrosarcoma cells, cell-based, fluorescence readout (AID 620); 87,000 tested, 0.42% active; one-dose cytotoxicity, % at 10 µM; EC50 in µM for titrated hits; HT1080 viability, fluorescence; higher % means a stronger effect;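 also: cells exposed to compound overnight then 4 h with Alamar Blue; 0% = vehicle DMSO and 100% = killing control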
# MK inhibit = inhibitors of Streptococcus pneumoniae mevalonate kinase. purified MK, PK/LDH-coupled NADH absorbance 340 nm. inhibition, % at 10 µM. 65,000 tested, 0.48% active. AID 555;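 active = ranked among the strongest by inhibition in the single 10 µM screen, a fixed top-ranked set picked for dose follow-up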; also: no value below 0 was filed
# LYP phosphatase = LYP phosphatase inhibitors, primary screen, biochemical, DiFMUP fluorescence, recombinant catalytic domain, 10 µM (AID 606) | recombinant LYP catalytic domain, DiFMUP fluorescence; higher % means a stronger effect | inhibition, % at 10 µM; hits with a dose series show IC50 in µM | 52,000 tested, under 10 active;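 active = IC50 under 40 µM in the dose-response test; inactive = IC50 of 40 µM or more, or never dose-tested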
# PMK inhibit = blocks S. pneumoniae phosphomevalonate kinase; AID 539; 65,000 tested, 0.49% active; purified PMK, PK/LDH-coupled NADH absorbance 340 nm; inhibition, % at 10 µM;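 active = top-ranked compounds by inhibition in the single 10 µM screen, taking a fixed number of the strongest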;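 also: 0% = full reaction with DMSO carrier and 100% = background rate without enzyme reaction; no value below 0 was filed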
# Spn DPM-DC inh = S. pneumoniae DPM-DC inhibition; 65,000 tested, 0.49% active; calls only at 10 µM; purified DPM-DC, PK/LDH coupled NADH fluorescence;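 active = the 320 compounds with the highest percent inhibition in the single-dose primary screen, excluding strongly autofluorescent ones, cut at about 32% in these data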;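 also: kinetic rate of NADH fluorescence loss reporting ADP formed by the decarboxylase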
# Alkaline phosphatase = inhibition of tissue-nonspecific alkaline phosphatase – biochemical, luminescent (AID 518) | purified TNAP enzyme, luminescent substrate readout; higher % means a stronger effect | one-dose inhibition, % at 20 µM; IC50 in µM for titrated hits | 64,000 tested, 0.09% active; in the data active = a potency from the dose series; inactive = the rest, 99 in 100 with inhibition below about 22%;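 also: plate controls were vehicle for no effect and reference inhibitor for full effect; many of its hits are not listed in these tables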
# HPDE-C7 cytotoxicity = cytotoxicity in HPDE-C7 cells, cell-based, fluorescence, HTS (AID 430); HPDE-C7 pancreatic duct cells viability, fluorescence; higher % means a stronger effect; cytotoxicity, % at 10 µM; hits with a dose series show EC50 in µM; 63,000 tested, 1.8% active;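 also: cells exposed to compound for 48 hours before viability readout; 0% = vehicle and 100% = reference cytotoxic drug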
# PMK inhibit pilot replicates = second read-out of PMK inhibit, no call of its own (marks repeat the call); inhibition, %; measured here: pilot screen replicates
# MK inhibit pilot replicates = second read-out of MK inhibit, no call of its own (marks repeat the call); inhibition, %; measured here: pilot screen replicates
# Spn DPM-DC inh pilot screen % = further read-out of Spn DPM-DC inh, marked with its call; inhibition, %; measured here: pilot screen trials
# An asterisk follows results filed as active; i = inactive; . = no result given. Rule as the data show it, unless noted: active = cytotoxicity above about 50%; inactive = the rest.
SMILES,Bfl-1 inhibitors,KRASV12 cytotoxicity,HT1080 viability,MK inhibit,LYP phosphatase,PMK inhibit,Spn DPM-DC inh,Alkaline phosphatase,HPDE-C7 cytotoxicity,others
CC(NC(=O)C1CCCN(S(=O)(=O)c2cccs2)C1)c1ccccc1 (stereo unspecified),-7%,6%,4%,4,2%,10,i,13%,4%,PMK inhibit pilot replicates=1.5;MK inhibit pilot replicates=1.5;Spn DPM-DC inh pilot screen %=0.0
COC(=O)C1=CNC=C(C(=O)OC)C1c1ccc(C(=O)OC)cc1,-2%,8%,-8%,4,.,14,.,2%,5%,
N#CCCN1CCN(S(=O)(=O)c2ccc(S(=O)(=O)N3CCCCCC3)cc2)CC1,2%,1%,0%,0,.,3,i,3%,6%,
Cc1cc(C)nc(N2CCC(C(=O)Nc3nnc(C)s3)CC2)n1,-4%,-3%,6%,6,.,10,i,7%,2%,
COC(=O)c1cc(CSc2nnc(-c3ccccc3)c(-c3ccccc3)n2)oc1C,.,.,-3%,0,2%,8,i,.,.,
O=C(COC(=O)c1ccccc1S(=O)(=O)N1CCCCC1)NCC(F)(F)F,8%,-30%,-3%,10,8%,14,i,7%,2%,
CCCS(=O)(=O)N1CCN(Cc2ccncc2)CC1,3%,-29%,4%,5,-14%,9,i,9%,-24%,
COc1ccccc1-c1nnc(SCC(=O)N2CCOCC2)o1,2%,3%,-5%,10,8%,7,i,0%,5%,
O=C(Nc1ccc(Br)cc1F)C1CCCN(S(=O)(=O)c2cnc[nH]2)C1 (stereo unspecified),-9%,-11%,-6%,15,10%,5,i,15%,-14%,
COc1ccc(NC(=O)CN(c2ccc(C(C)C)cc2)S(=O)(=O)c2c(C)noc2C)cc1OC,2%,6%,-1%,2,-2%,3,i,8%,-8%,PMK inhibit pilot replicates=1.5;MK inhibit pilot replicates=4.0;Spn DPM-DC inh pilot screen %=14
O=C(OCC(CO)OC(CO)n1ccc(=O)[nH]c1=O)c1ccccc1 (stereo unspecified),2%,-18%,-1%,0,-7%,11,i,10%,-19%,
COc1ccc(C(=O)NCCCn2ccnc2)cc1,4%,-4%,6%,9,.,0,i,6%,-1%,
C=CCN1C(=O)CS/C1=C(\C#N)S(=O)(=O)c1ccc(C)cc1,-1%,10%,-4%,10,-16%,10,i,8%,12%,PMK inhibit pilot replicates=3.5;MK inhibit pilot replicates=0.0;Spn DPM-DC inh pilot screen %=0.5
CCOc1ccc(-c2nc(CSCC(=O)NCCN3CCOCC3)c(C)o2)cc1,-5%,-7%,9%,0,.,13,i,8%,2%,
CSc1cccc(-n2cc(-c3ccc4c(c3)OCO4)[nH]c2=O)c1,-3%,46%,30%,11,6%,0,i,14%,53%*,
O/N=C1\CCc2cc(Cl)ccc21,2%,1%,-6%,9,-22%,9,i,1%,-1%,
Cc1nc(NCCN2CCOCC2)c2nnn(Cc3c(F)cccc3Cl)c2n1,-1%,8%,-4%,1,-3%,12,i,11%,-4%,
CCOC(=O)c1cn(CC)c2cc(N3CCCCC3)c(F)cc2c1=O,-1%,5%,-8%,4,.,16,i,13%,4%,
CCOC(=O)c1[nH]c2ccccc2c1NC(=O)c1cc(OC)c(OC)c(OC)c1,.,.,2%,14,-3%,15,i,.,.,
CC(C)(CNCC(O)c1ccccc1)N1CCOCC1 (stereo unspecified),-6%,1%,-3%,0,11%,19,i,12%,-1%,
Cc1cc(C)nc(SCC2COc3ccccc3O2)n1 (stereo unspecified),-5%,14%,-3%,3,-7%,5,i,6%,2%,
O=C(Nc1ccc2c(c1)OCO2)C1CCN(S(=O)(=O)Cc2ccccc2)CC1,-6%,3%,7%,1,0%,17,i,11%,4%,
C[C@@H]1C[C@H]2[C@@H]3CCC4=CC(=O)C=C[C@]4(C)[C@@]3(F)[C@@H](O)C[C@]2(C)[C@@]1(O)C(=O)COP(=O)(O)O,3%,4%,3%,2,7%,0,i,18%,-6%,PMK inhibit pilot replicates=0.0;MK inhibit pilot replicates=4.0;Spn DPM-DC inh pilot screen %=0.0
CN(C)S(=O)(=O)c1ccc(C(=O)Nc2ccc(Cl)cc2)cc1,0%,2%,14%,7,5%,0,i,10%,4%,
CC1(C)CC(=O)C(C=Nc2ccc3cn[nH]c3c2)=C(O)C1,7%,7%,5%,0,-5%,0,i,12%,6%,
O=C(Nc1ccccc1F)C1CCCN(S(=O)(=O)c2cccc3cccnc23)C1 (stereo unspecified),1%,7%,-1%,1,3%,5,i,6%,4%,
COc1ccc(OC)c(C2CC(=O)N3CN(c4ccccc4F)CSC3=C2C#N)c1 (stereo unspecified),-5%,-3%,-3%,6,4%,0,i,4%,0%,
COCCn1c(Sc2ccccc2)nc2c1c(=O)[nH]c(=O)n2C,-2%,-7%,-3%,5,7%,21,i,10%,-3%,
Cc1cc(S(=O)(=O)N2CCOCC2)ccc1F,0%,.,0%,2,-2%,2,i,6%,.,
O=C(O)C1CC=C(Cl)CC1C(=O)NCC1OCCc2ccccc21 (stereo unspecified),-8%,0%,22%,7,11%,13,i,2%,-5%,

# Next section; it opens with the 2 that closed the last part.
SMILES,Bfl-1 inhibitors,KRASV12 cytotoxicity,HT1080 viability,MK inhibit,LYP phosphatase,PMK inhibit,Spn DPM-DC inh,Alkaline phosphatase,HPDE-C7 cytotoxicity,others
Cc1cc(S(=O)(=O)N2CCOCC2)ccc1F,0%,.,0%,2,-2%,2,i,6%,.,
O=C(O)C1CC=C(Cl)CC1C(=O)NCC1OCCc2ccccc21 (stereo unspecified),-8%,0%,22%,7,11%,13,i,2%,-5%,
COCCSc1nnc(NC(=O)COC)s1,-3%,-19%,8%,10,.,9,i,-2%,-14%,
c1ccc(CSc2nnc(-c3ccco3)n2Cc2ccco2)cc1,-4%,.,1%,6,4%,0,i,6%,.,
CN(CCCCCC(=O)/C=N/O)Cc1ccccc1,-6%,12%,3%,0,12%,10,i,8%,8%,
Brc1ccccc1-c1nnc(CSc2nnc3sc4ccccc4n23)o1,-9%,.,0%,3,8%,5,i,5%,.,
Cc1ccc(C(=O)c2coc3ccc(OCC(=O)O)cc23)cc1,12%,-2%,4%,4,10%,0,i,12%,-9%,
CCOC(=O)Cn1c(=O)oc2cc(S(=O)(=O)Nc3cc(OCC)ccc3OCC)ccc21,-3%,4%,-3%,0,7%,18,i,6%,-8%,
O=c1[nH]cnc2c1nc(SCc1ccccc1)n2C1OC(CO)C(O)C1O (stereo unspecified),-4%,1%,0%,12,5%,9,i,9%,-1%,PMK inhibit pilot replicates=0.0;MK inhibit pilot replicates=0.0;Spn DPM-DC inh pilot screen %=0.0
COc1ccc(CNC(=O)Cn2cnc3c(=O)n(C)c(=O)n(C)c32)cc1,-2%,-3%,.,8,-2%,2,i,20%,-6%,
CC(=O)Nc1ccc(-n2c(C)c(C(C)=O)c(C(C)=O)c2C)cc1,5%,2%,-5%,6,2%,0,i,6%,12%,
CSc1nc2[nH]c3c(c2c2nncn12)CC(C)(C)OC3,3%,-1%,-1%,3,7%,7,i,7%,2%,
O=C(NCc1ccccc1)c1cc(-n2cnnc2)ccc1Cl,-5%,-2%,-3%,13,2%,12,i,17%,-12%,
C/C(Cl)=C/Cn1c(=O)c2c(nc(Br)n2Cc2ccccc2)n(C)c1=O,-6%,4%,4%,10,2%,11,i,10%,-8%,
CC(=O)Cc1nsc(NC(=O)c2ccc(-c3cc(C(F)(F)F)ccc3Cl)o2)n1,-5%,30%,11%,7,-7%,6,i,3%,40%,
COC(=O)C(NS(C)(=O)=O)(c1c(C)[nH]c2ccccc12)C(F)(F)F (stereo unspecified),0%,6%,11%,3,9%,12,i,9%,-11%,
O=C(C(Cc1ccccc1)n1cccc1)N1CCN(C2CCCCC2)CC1 (stereo unspecified),1%,2%,0%,0,8%,15,i,4%,7%,
CCCCNC(=O)Nc1cc(C(F)(F)F)c[nH]c1=O,0%,-3%,8%,8,.,17,i,6%,5%,
CC(=O)Oc1ccc(N2C(=O)CCC2=O)cc1,-8%,-4%,1%,5,-9%,15,i,9%,-10%,
O=C(c1ccco1)N1CCN(C(=O)N2c3ccccc3Sc3ccccc32)CC1,-4%,74%*,61%*,8,14%,3,i,15%,73%*,
CCC(C)(C)n1nnnc1C(c1cccs1)N1CCN(c2nc3ccccc3s2)CC1 (stereo unspecified),-6%,-11%,5%,0,12%,7,i,12%,-9%,
Cc1ccc(-c2c(C#N)c(N)nc3c2CCCCC3)o1,-1%,3%,-1%,5,-4%,5,i,3%,-7%,
O=C1NC(=O)C(CC(=O)N(Cc2ccco2)C2(C(=O)NC3CCCC3)CCCCC2)N1 (stereo unspecified),-5%,-18%,.,4,.,0,i,13%,-18%,PMK inhibit pilot replicates=1.0;MK inhibit pilot replicates=1.5;Spn DPM-DC inh pilot screen %=0.0
COc1cc2c(C(=O)NCCCOC(C)C)cn(CC(C)C)c(=O)c2cc1OC,-4%,0%,-3%,1,6%,9,i,11%,-3%,

# Gathered by group, those above containing an aryl thioether with sulfur outside any ring (10)
SMILES,Bfl-1 inhibitors,KRASV12 cytotoxicity,HT1080 viability,MK inhibit,LYP phosphatase,PMK inhibit,Spn DPM-DC inh,Alkaline phosphatase,HPDE-C7 cytotoxicity,others
COC(=O)c1cc(CSc2nnc(-c3ccccc3)c(-c3ccccc3)n2)oc1C,.,.,-3%,0,2%,8,i,.,.,
COc1ccccc1-c1nnc(SCC(=O)N2CCOCC2)o1,2%,3%,-5%,10,8%,7,i,0%,5%,
CSc1cccc(-n2cc(-c3ccc4c(c3)OCO4)[nH]c2=O)c1,-3%,46%,30%,11,6%,0,i,14%,53%*,
Cc1cc(C)nc(SCC2COc3ccccc3O2)n1 (stereo unspecified),-5%,14%,-3%,3,-7%,5,i,6%,2%,
COCCn1c(Sc2ccccc2)nc2c1c(=O)[nH]c(=O)n2C,-2%,-7%,-3%,5,7%,21,i,10%,-3%,
COCCSc1nnc(NC(=O)COC)s1,-3%,-19%,8%,10,.,9,i,-2%,-14%,
c1ccc(CSc2nnc(-c3ccco3)n2Cc2ccco2)cc1,-4%,.,1%,6,4%,0,i,6%,.,
Brc1ccccc1-c1nnc(CSc2nnc3sc4ccccc4n23)o1,-9%,.,0%,3,8%,5,i,5%,.,
O=c1[nH]cnc2c1nc(SCc1ccccc1)n2C1OC(CO)C(O)C1O (stereo unspecified),-4%,1%,0%,12,5%,9,i,9%,-1%,PMK inhibit pilot replicates=0.0;MK inhibit pilot replicates=0.0;Spn DPM-DC inh pilot screen %=0.0
CSc1nc2[nH]c3c(c2c2nncn12)CC(C)(C)OC3,3%,-1%,-1%,3,7%,7,i,7%,2%,

# Compound activity from PubChem.
